# Bioassay records deposited in PubChem by National Center for Advancing Translational Sciences (NCATS).
# PGK inhibitor = blocks T. brucei phosphoglycerate kinase | 0.043% of 380,000 active | Potency, µM (titrated, usually from 57.5 µM), for the others: top-dose activity change, negative = inhibition, actives largely listed as inhibitors | P07378 | PGK/GAPDH coupled, Kinase-Glo luminescence, 60 min; also: potency is read from the fitted curve at half-maximal effect; % is scaled to controls: 0 for no effect and ±100 for the full control effect; nearly all actives have a fitted effect of over 60% in size
#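 Recombinant glycosomal PGK reaction used 1,3-bisphosphoglycerate generated in-well by GAPDH (100nM final) in 100mM TEA pH 7.6, 5mM MgCl2, 0.01% Tween-20. After 60 minutes at room temperature, ATP was read by Kinase-Glo Plus luminescence end-point.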
# GLS inh = inhibitors of human glutaminase (GLS); GLS enzymatic activity, qHTS titration; 0.21% of 410,000 active; O94925; Potency, µM (highest dose often 45.5 µM), without a hit: at the highest dose activity change, negative = inhibition, most hits filed as inhibitors; also: potency is read from the fitted curve at half-maximal effect; % is scaled to controls: 0 for no effect and ±100 for the full control effect
# Target sequence (O94925 whole entry, looked up): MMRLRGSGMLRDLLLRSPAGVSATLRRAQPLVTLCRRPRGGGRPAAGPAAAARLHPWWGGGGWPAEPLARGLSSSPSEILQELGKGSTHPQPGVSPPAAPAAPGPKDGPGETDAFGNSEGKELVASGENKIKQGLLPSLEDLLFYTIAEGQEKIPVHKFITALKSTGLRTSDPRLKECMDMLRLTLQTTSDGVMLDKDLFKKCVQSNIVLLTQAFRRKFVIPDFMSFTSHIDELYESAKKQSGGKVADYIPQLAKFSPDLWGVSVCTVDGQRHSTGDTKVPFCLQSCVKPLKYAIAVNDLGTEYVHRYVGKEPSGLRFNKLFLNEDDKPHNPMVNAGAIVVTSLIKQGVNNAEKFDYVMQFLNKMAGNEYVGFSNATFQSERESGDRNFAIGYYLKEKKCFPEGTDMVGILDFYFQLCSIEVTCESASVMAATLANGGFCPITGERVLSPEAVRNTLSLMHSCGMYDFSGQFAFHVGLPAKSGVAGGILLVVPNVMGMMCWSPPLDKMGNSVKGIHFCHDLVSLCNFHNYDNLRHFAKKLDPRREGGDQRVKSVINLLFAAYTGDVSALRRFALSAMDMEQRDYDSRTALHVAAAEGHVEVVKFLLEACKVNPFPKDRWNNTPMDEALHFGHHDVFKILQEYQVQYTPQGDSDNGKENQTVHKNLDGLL
#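 Human kidney-isoform GLS in 45 mM KH2PO4 pH 8.2, 0.02% Tween-20, with compound, started with 1mM L-Glutamine (added stock). Glutamate oxidase/HRP/Amplex red coupled fluorescence read at start and after 30 min at RT.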
# POLH inh = blocks human DNA polymerase eta activity; Q9Y253; recombinant Pol eta, fluorescent DNA replication assay; Potency, µM (titrated, usually from 114 µM), without a hit: top-dose activity change, negative = inhibition, hits mostly inhibitors; 1.2% of 390,000 active; also: potency is read from the fitted curve at half-maximal effect; % is scaled to controls: 0 for no effect and ±100 for the full control effect
#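 Pol eta (10 nM) was preincubated with compounds for 15 min at room temperature, after which fluorescent replication substrate (50 nM final) was added to start the reaction. Fluorescence was read kinetically at 0 and 10 min.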
# G9a block = G9a (human) methyltransferase inhibition; AID 504332; G9a H3K9 monomethylation, AlphaScreen, 2 h; 8.8% of 350,000 active; Q96KQ7; Potency, µM (highest dose often 102 µM), without a hit: at the highest dose activity, negative = inhibition, hits mostly inhibitors; also: potency is read from the fitted curve at half-maximal effect; % is scaled to controls: 0 for no effect and ±100 for the full control effect; nearly all actives have a fitted effect of over 75% in size
#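 Signal arises when biotinylated H3K9 peptide, once monomethylated, bridges streptavidin donor and antibody-captured acceptor beads. Enzyme at 20 nM was preincubated 15 min with test compounds; peptide 500 nM and SAM 20 uM then reacted for 2 h.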
# PI4K2A inh = blocks human PI4K2A kinase activity | Q9BTU6 | purified PI4K2A, ADP-Glo luminescence, 1 h; stronger effect = lower value | activity change, negative = inhibition, % at 76.9 µM | 0.13% of 420,000 active | AID 1346378; in the data active = activity change below about -50%; inconclusive = mostly about -30% to -49%;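 also: -100% = wells without enzyme as full effect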
#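 PI4K2A activity was measured by ADP-Glo luminescence: enzyme (4 ug/mL stock) and phosphatidylinositol (1.2 mM stock) in Tris pH 7.5/MgCl2/EGTA/Triton X-100 buffer were reacted with ATP (300 microM stock) for one hour at ambient temperature.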
# JMJD2A Tudor = blocks the human JMJD2A Tudor domain; O75164; AlphaScreen JMJD2A-Tudor / H3K4me3 peptide binding; Potency, µM (series often up to 114 µM), for the others: at the top dose activity change, negative = inhibition, actives largely listed as inhibitors; 4.4% of 390,000 active; also: potency is read from the fitted curve at half-maximal effect; % is scaled to controls: 0 for no effect and ±100 for the full control effect; nearly all actives have a fitted effect of over 50% in size
# Pin1 inh = inhibitors of human Pin1; AID 504891; 0.009% of 390,000 active; Pin1 FP peptide displacement, HiFluor488, 10 min; Potency, µM (series often up to 115 µM), for the others: top-dose activity, negative = inhibition, most hits filed as inhibitors; Q13526; active = well fitted inhibition curve with a large enough effect in the polarisation, with a control signal flat, not every such curve was filed as active; inconclusive = small, poorly fitted or top-dose-only effect, or effect the other way, or a change in a side signal; inactive = no such curve, though single readings can be large or run the other way; the % refers to the polarisation; also: potency is read from the fitted curve at half-maximal effect; % is scaled to controls: 0 for no effect and ±100 for the full control effect
# Target sequence (Q13526 whole entry, looked up): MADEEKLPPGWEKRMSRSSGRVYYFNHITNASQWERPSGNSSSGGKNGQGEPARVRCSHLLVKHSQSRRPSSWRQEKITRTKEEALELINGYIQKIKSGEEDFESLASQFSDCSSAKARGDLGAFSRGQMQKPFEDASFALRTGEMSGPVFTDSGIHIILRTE
# HP1b binding inh = HP1-beta chromodomain-methylated histone interaction inhibition | P83916 | AlphaScreen HP1-beta / biotin-H3K9me3 peptide binding | Potency, µM (top dose mostly 114 µM), without a hit: at the top dose activity change, negative = inhibition, most hits filed as inhibitors | AID 540317 | 0.56% of 390,000 active; also: potency is read from the fitted curve at half-maximal effect; nearly all actives have a fitted effect of over 70% in size; inactives centre near 23
# Target sequence (P83916 whole entry, looked up): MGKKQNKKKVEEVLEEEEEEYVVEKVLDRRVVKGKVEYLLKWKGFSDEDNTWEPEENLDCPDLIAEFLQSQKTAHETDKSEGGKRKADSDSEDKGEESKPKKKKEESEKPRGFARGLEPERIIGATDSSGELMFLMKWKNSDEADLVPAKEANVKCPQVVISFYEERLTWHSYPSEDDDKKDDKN
#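 Compound inhibition of the preformed complex between 50 nM HP1-beta and 50 nM biotinylated H3K9me3 peptide was read by AlphaScreen. Buffer was PBS pH 7.4 with 0.01% Tween-20. Incubations ran 30 min at room temperature, with 10 ug/mL donor/acceptor beads.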
# BAZ2B block = blocks human BAZ2B. 4.4% of 360,000 active. AlphaScreen BAZ2B-H3K14Ac peptide displacement. AID 504333. Q9UIF8. Potency, µM (titrated, usually from 114 µM), for inactives: top-dose activity change, negative = inhibition, actives largely listed as inhibitors; also: potency is read from the fitted curve at half-maximal effect; % is scaled to controls: 0 for no effect and ±100 for the full control effect; nearly all actives have a fitted effect of over 60% in size
#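 Compounds, titrated to a top concentration of 110 uM, were incubated 30 min at room temperature with preformed BAZ2B/acetyl-K14 H3 peptide complex (50 nM each). Proximity signal was measured by AlphaScreen after 20 min with beads.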
# The depositor's hits bear a star; i = inactive; ? = inconclusive; . = no result given; & = joins results of further samples; [ ] = remark or other dose. Unless noted, calls follow the shape of the dose curve; as a rule, active = well fitted curve in the direction sought with a large enough effect; inconclusive = small, poorly fitted or top-dose-only effect, or another doubt; inactive = no such curve, though single readings can be large; an effect the other way counts as inactive or inconclusive. This is a subset (hit frequency here may not be typical).
nr | PGK inhibitor | GLS inh | POLH inh | G9a block | PI4K2A inh | JMJD2A Tudor | Pin1 inh | HP1b binding inh | BAZ2B block | compound
1 | -4% | -1% | -10% | 15% | 3 | -8% | -8% | 19% | 0% | CC1CN(S(=O)(=O)c2ccc(F)cc2)C(C)N1C(=O)N1CCOCC1 (stereo not given)
2 | 6% | -6% | -7% | 8%[59 µM] | 13 | -7% | 3% | 17% | -1% | Cc1ccc2ncnc(NCCC(=O)O)c2c1
3 | -3% | 2% | -12% | -17% | -15 | -2% | 8% | 29% | -1% | CCOC(=O)c1sc(NC(=O)c2ccccc2)cc1C
4 | 6% | -8% | -6% | . | 3 | -13% | -1% | -6% | . | Cc1cc(C)cc(OCC(=O)OCc2cc([N+](=O)[O-])cc3c2OCOC3)c1
5 | -8% | 13% | -11% | 0%[59 µM] | 5 | -32% | 3% | 49%[activator] | ? | CCCCSC1(SCCCC)N=C(N)C2(C#N)C(c3ccccc3)NC(C)=CC12C#N (stereo not given)
6 | -18% | 22% | ? | ? | -4 | -30% | ? | -13% | -30% | O=C(O)COc1ccccc1/C=N/NC(=O)c1cc(-c2ccc(Cl)cc2)nc2ccccc12
7 | 2% | 3% | -16% | . | -1 | -17% | 2% | -13% | . | Cn1c(SCC(=O)NC(=O)Cc2ccccc2)nnc1-c1ccc(F)cc1
8 | -8% | 18% | -3% | 2%[12.7 µM] | -4 | -16% | -7% | 20% | 5% | COc1cc(NC2=CC(=O)CC(C)(C)C2)cc(OC)c1OC
9 | -11% | 22% | -9% | 2% | -8 | -1% | -5% | 48%[activator] | -1% | COc1cc(OC)cc(C(=O)N/N=C(\C)CC(=O)Nc2ccccn2)c1
10 | 6% | -2%&-3% | -9%&-17% | 27% | 3&0 | -27%&3% | 1%&-2% | 26%&39% | -3% | Cc1ccc(NC(=O)CCS(=O)(=O)c2ccc3nc(C)sc3c2)cc1
11 | i | -1% | -5% | -48% | -1 | 2% | 2% | 17% | ? | CCC(Sc1nccn1C)C(=O)Nc1ccc(Cl)cn1 (stereo not given)
12 | . | 1% | . | 29%&-2%[59 µM] | 20 | . | . | . | -10% | O=c1c(-c2ccccc2)c1-c1ccccc1
13 | 8% | ? | -4% | 5% | -2 | -11% | 5% | 21% | 1% | N#Cc1c2c(c(NCCOCCO)n3c1nc1ccccc13)CCCC2
14 | -1% | 25% | -23% | 5% | -15 | -21% | ? | 33% | 6% | COC(=O)c1ccccc1N=Nc1c(N)[nH][nH]c1=O
15 | -9% | -1% | -8% | 12%[12.7 µM] | 7 | -21% | -8% | 22% | 11% | COC(=O)c1cc(C(=O)OCC(=O)NCc2cccs2)cc([N+](=O)[O-])c1
16 | 3% | 7% | 1% | . | 6 | ? | -5% | -13% | . | NC(=O)Cn1c(S(=O)(=O)Cc2ccccc2)nc2ccccc21
17 | 8% | -1% | -6% | 50µM* | 3 | ? | ? | -25% | -31%[57.1 µM] | CCOc1ccc(NC(=S)NC(=O)/C=C/c2ccc(OC)c(OC)c2)c([N+](=O)[O-])c1
18 | -9% | 1% | -23% | 40µM* | 0 | -21% | -1% | 0% | -22% | CCOC(=O)C1CCN(C2=NC(=O)/C(=C/c3ccc(OC)c(OC)c3)S2)CC1
19 | 4% | 0% | -8% | 17% | -14 | 3% | 0% | 24% | 2% | COc1cccc(NC(=O)CSc2nnc3cc(C)nc(N)n23)c1
20 | 5% | 4% | -19% | -5%[0.501 µM] | 2 | -14% | -7% | 35%[activator] | 7% | CN(C(=O)CC1C(=O)NCCN1Cc1ccc(F)c(F)c1)C1CCOCC1 (stereo not given)
21 | -7% | -3% | -2% | ? | 0 | -9% | -10% | 31% | -2% | O=C(NN=C1CCN(Cc2ccccc2)CC1)c1cc(Br)ccc1O
22 | 12% | 9% | -2% | 22% | 1 | 5% | 2% | 16% | 2% | O=C(CSc1ccc(F)cc1)NCCc1ccc(Cl)cc1
23 | -16% | -2% | -9% | -7%[59 µM] | -2 | 20% | 0% | 55%[activator] | 9% | Cc1ccccc1/C(N)=N/OC(=O)c1cccs1
24 | -10% | 0% | -7% | . | -4 | 3% | -10% | 37% | 1% | CCCCc1ccc(/C(C)=N/NC(=O)C2CCCC2)cc1

# 6 records picked at random from those above:
nr | PGK inhibitor | GLS inh | POLH inh | G9a block | PI4K2A inh | JMJD2A Tudor | Pin1 inh | HP1b binding inh | BAZ2B block | compound
20 | 5% | 4% | -19% | -5%[0.501 µM] | 2 | -14% | -7% | 35%[activator] | 7% | CN(C(=O)CC1C(=O)NCCN1Cc1ccc(F)c(F)c1)C1CCOCC1 (stereo not given)
14 | -1% | 25% | -23% | 5% | -15 | -21% | ? | 33% | 6% | COC(=O)c1ccccc1N=Nc1c(N)[nH][nH]c1=O
24 | -10% | 0% | -7% | . | -4 | 3% | -10% | 37% | 1% | CCCCc1ccc(/C(C)=N/NC(=O)C2CCCC2)cc1
1 | -4% | -1% | -10% | 15% | 3 | -8% | -8% | 19% | 0% | CC1CN(S(=O)(=O)c2ccc(F)cc2)C(C)N1C(=O)N1CCOCC1 (stereo not given)
5 | -8% | 13% | -11% | 0%[59 µM] | 5 | -32% | 3% | 49%[activator] | ? | CCCCSC1(SCCCC)N=C(N)C2(C#N)C(c3ccccc3)NC(C)=CC12C#N (stereo not given)
11 | i | -1% | -5% | -48% | -1 | 2% | 2% | 17% | ? | CCC(Sc1nccn1C)C(=O)Nc1ccc(Cl)cn1 (stereo not given)

# Further structures
nr | PGK inhibitor | GLS inh | POLH inh | G9a block | PI4K2A inh | JMJD2A Tudor | Pin1 inh | HP1b binding inh | BAZ2B block | compound
25 | -6% | 7% | -18% | -34% | -2 | -2% | 0% | 30% | -2% | O=C(COC(=O)CNC(=O)c1ccccc1)NC1CCCC1
26 | 6% | 0% | -22% | ? | -1 | -11% | 7% | 9% | 4% | S=C(CN1CCCC1=S)NCCc1ccccc1
27 | . | 4% | . | -25%[59 µM] | -2 | -32% | 26% | 16% | ? | COc1ccc(N(C)C(=O)c2cc(S(=O)(=O)N3CCc4ccccc43)cn2C)c(OC)c1
28 | -10% | 2% | -24% | -1% | 6 | -16% | 2% | 24% | 2% | CN(CC(=O)Nc1cccc(F)c1)C(=O)c1ccccc1CCc1ccccc1
29 | ? | ? | 1.8µM* | . | ? | 50µM* | . | 18µM* | . | NC(=S)N=Nc1c(O)cc(O)c2[nH]c(=O)ccc12
30 | 3% | 12% | 0% | 31%[0.501 µM] | -2 | -22% | -9% | 24% | -3% | CCOc1cccc(SCc2noc(C(=O)NC(C)C)c2C(=O)O)c1
31 | 2% | 4% | 3% | -4%[59 µM] | 9 | -12% | 1% | 8% | 4% | CSC1=NCCN1C(=O)c1c(F)cccc1F
32 | -1% | 5% | -27% | 12% | 0 | 11% | -7% | 36% | 5% | NC(=O)c1ccccc1N=Cc1ccc2ccccc2c1
33 | -4% | -6% | -7% | 2%[59 µM] | -7 | -5% | -2% | 25% | 2% | CN1CCN(Cc2nc3c(c(=O)[nH]c(=O)n3C)n2CCc2ccccc2)CC1
34 | 1% | -7% | -5% | 49% | 4 | -5% | -1% | 55%[activator] | 2% | Cc1cc(=O)n(CC(=O)NCCN2CCOCC2)c2c1c(C)nn2-c1ccccc1
35 | i | 2% | -9% | -5%[59 µM] | -6 | 0% | -1% | 22% | -1% | Cc1nc2nc(CNC(=O)OC(C)(C)C)nn2c(C)c1CCC(=O)NCc1ccc(F)cc1
36 | -15% | 4% | -3% | 18%[0.501 µM] | -8 | -3% | -2% | 39% | 8% | CC(=O)CSc1ccc(-c2nc3ccccc3[nH]2)cn1
37 | i | -12% | -18% | 40µM* | -12 | 45µM* | -8% | 45µM* | 35µM* | COc1ccc(-n2cccc2/C=C/[N+](=O)[O-])cc1
38 | 9% | 1% | -6% | . | -10 | -10% | 2% | 18% | . | CCN(CC)S(=O)(=O)c1ccc(N2CCOCC2)c(NC(=O)c2ccc(=O)[nH]c2)c1
39 | 6% | 9% | -7% | -8%[12.7 µM] | -1 | -7% | -2% | 14% | -7% | Cc1cc(NC(=O)c2cccc(S(=O)(=O)N3CCCCC3)c2)no1
40 | -9% | 26% | ? | ? | -5 | -25% | ? | 7% | ? | Cc1ccc(/C=N/Nc2ccc(Cl)c(C(=O)O)c2)s1
41 | -9% | 8% | -15% | 8% | -2 | -16% | -4% | 47%[activator] | -3%[57.1 µM] | CCCn1cc(CN2CCC(n3nccc3NC(=O)c3ccc4c(c3)OCO4)CC2)c(C)n1
42 | -2% | 5% | -9% | -12% | 2 | -14% | -1% | 15% | 5% | CCOC(=O)Cc1csc(NC(=O)CCCN2C(=O)c3ccccc3C2=O)n1
43 | -5% | -24% | 22µM* | . | -14 | ? | 0% | 4% | . | CC[C@@H](C)CN1C(=O)N[C@@H](c2ccccc2)C(C(C)=O)=C1C
